Integrin act MD: activates integrin-mediated alleviation for muscular dystrophy | Potency, µM (doses to about 38.3 µM), for the others: at the top dose activation, usual class: activators | actives 0.064% (n = 350,000) | AID 624291 | alpha7betagal myoblasts, beta-gal FDG fluorescence, 48 h; active = well fitted activation curve with a large enough effect; inconclusive = small, poorly fitted or top-dose-only effect; inactive = no such curve, though single readings can be large or run the other way;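 also: 100% = response of the positive control SU9516; nearly all actives have a fitted effect of over 60% in size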
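Alpha7betagal+/- myoblasts (passage 13) were plated 16-24 hr, then exposed to compounds (1:260 dilution of DMSO stock) for 48 hours at 37C. After MPER lysis, β-galactosidase reporter activity was read as FDG fluorescence (ex 480/em 540) after 30 minutes.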
An asterisk follows results filed as active; ? = inconclusive; [ ] = another dose, or the depositor's remark. Potency is read from the fitted curve at half-maximal effect.

SMILES	Integrin act MD
C[C@H](CO)N1C[C@H](C)[C@H](CN(C)S(=O)(=O)c2cccc(F)c2)Oc2cc(Br)ccc2S1(=O)=O	-8%
O=C(COC(=O)c1ccccc1SCC(=O)N1CCCC1)NCc1ccc(F)cc1	1%
Cc1csc(=O)n1CC(=O)OCC(=O)Nc1ccc(F)c(F)c1F	14%
CNS(=O)(=O)c1ccc2c(c1)[nH]c(=S)n2C	19%
CCN(CC)C(=O)C1=C(C)N(CCCOC)C(=O)C(CC(=O)NC2CCCCC2)C1 (centres undefined)	24%
C[C@@H]1CN([C@H](C)CO)C(=O)CCCn2nncc2CO[C@@H]1CN(C)S(=O)(=O)c1cccc(F)c1	26%
COc1ccc(C(=O)Oc2ccc(C)cc2)cc1S(=O)(=O)N1CCOCC1	-19%
COc1ccc([C@H]2C[C@H](O)[C@@H](n3cc(C4CC4)nn3)CN2Cc2cccs2)cc1	-4%
CCOC(=O)c1cc(OC(=O)Cc2ccc(OC)c(S(=O)(=O)N3CCOCC3)c2)cc(C(=O)OCC)c1	13%
C[C@H]1CN([C@@H](C)CO)C(=O)CCCn2nncc2CO[C@@H]1CN(C)C(=O)c1ccc(N2CCN(C)CC2)cc1	21%
C[C@H]1CN([C@@H](C)CO)C(=O)CCCn2cc(nn2)CO[C@@H]1CN(C)C(=O)Nc1ccc2c(c1)OCO2	12%
CC(=O)Nc1ccc(S(=O)(=O)c2ccnc3cc(Cl)ccc23)cc1	-48%[inhibitor]
C[C@H]1CN([C@@H](C)CO)C(=O)CCCn2nncc2CO[C@@H]1CN(C)Cc1cccc(O)c1	-4%
C[C@@H]1ON(C)[C@H]2C[C@H]3c4[nH]c5ccc(-c6ccc7c(c6)OCO7)cc5c4CCN3C(=O)[C@@H]12	2%
C[C@@H]1CCCCO[C@H](CN(C)S(=O)(=O)c2cn(C)cn2)[C@@H](C)CN([C@H](C)CO)C(=O)c2cc(NC(=O)c3ccncc3)ccc2O1	-13%
C[C@H]1CN([C@@H](C)CO)C(=O)CCCn2nncc2CO[C@H]1CN(C)S(=O)(=O)c1ccc(C#N)cc1	8%
O=C(OCc1ccccc1)N1CCC2CC1c1cc(N3CCNCC3)ccc12 (centres undefined)	-51%[inhibitor]
CCOC(=O)C1C(=O)CC(=O)C(C(=O)OCC)C1c1ccc(O)cc1 (centres undefined)	11%
C[C@@H]1CN([C@H](C)CO)C(=O)CCCn2cc(nn2)CO[C@H]1CN(C)C(=O)C1CC1	-1%
O=C(CC1SC(N2CCCC2)=NC1=O)Nc1ccc(C(=O)NCc2ccccc2F)cc1 (centres undefined)	22%
Cc1ccccc1-c1cnc2c(c1)C(=O)N([C@H](C)CO)C[C@@H](C)[C@H](CN(C)C(=O)c1ccncc1)O2	12%
COc1cccc(C(=O)c2ccccc2NC(C)=O)c1	11%
COc1ccc(C#CC2=CC(=O)CC(C)(C)C2)cc1	-37%
COc1cccc(C(=O)N2CCCc3ccccc32)c1OC	6%
CC(C)c1cc(C(=O)NC2CCCCCC2)c2ccccc2n1	-17%
(list continues)
SMILES	Integrin act MD
C[C@@H]1CN([C@@H](C)CO)C(=O)CCCn2nncc2CO[C@H]1CN(C)S(=O)(=O)c1cccs1	-8%
Cc1ccc(C)c(S(=O)(=O)Nc2ccc(C(=O)N3CCOCC3)cc2)c1	8%
O=C(/C=C/c1cccc(Cl)c1)OCC(=O)c1ccc[nH]1	25%
O=S(=O)(c1ccc(Cl)cc1)N1CCN(c2nc(C(F)(F)F)nc3ccccc23)CC1	1%
N#CC(=Cc1cccs1)c1nc(-c2ccc(Cl)cc2)cs1	-10%
COc1cc2[nH]c(=O)c(C(=O)NCc3ccc(C)cc3)c(O)c2cc1OC	-1%
CSCC[C@H]1COC[C@@H](Cc2ccccc2)N1c1ccccc1	-8%
C[C@@H]1CN([C@H](C)CO)S(=O)(=O)c2ccc(Br)cc2O[C@@H]1CN(C)C(=O)NC1CCCC1	-9%
CCCCCCN1C[C@H](n2cc(COC(=O)c3ccccc3)nn2)[C@@H](O)C[C@@H]1c1ccccc1	-45%[inhibitor]
C[C@H]1CN([C@@H](C)CO)S(=O)(=O)c2ccc(Br)cc2O[C@@H]1CN(C)C(=O)Cc1ccccc1	19%
O=C(CCCN1C(=O)C(c2ccccc2)Oc2cccnc21)Nc1ccccc1Br (centres undefined)	6%
O=C(NCc1ccc(F)cc1)c1cccc2c1C(=O)c1ccc(N3CCC(N4CCCCC4)CC3)cc1S2(=O)=O	-40%
COc1cccc(CN(C)C[C@@H]2OCc3cnnn3CCCC(=O)N([C@H](C)CO)C[C@H]2C)c1	-6%
CC(C)(C)S(=O)N1Cc2cc(CO)ccc2[C@H]1CCO (some centres undefined)	6%
CC(C)(C)Cc1c(-c2ccc(Cl)cc2)nc2ccc(Cl)cn12	-23%
COCOCCn1cc(CN2CCS(=O)(=O)N(Cc3ccc(-c4ccncc4)cc3)C(CC(C)C)C2=O)nn1 (centres undefined)	-21%
CCOc1cc(/C=N/NC(=O)c2ccncc2)cc(Br)c1O	5%
C[C@@H]1CNC(=O)c2c(C(=O)N[C@H](C)c3ccccc3)ncn21	1%
COc1cccc(CNC(=O)c2ccc(CS(=O)Cc3ccccc3Cl)o2)c1 (centres undefined)	6%
C[C@@H]1CN([C@@H](C)CO)C(=O)CCCn2nncc2CO[C@H]1CN(C)C(=O)Nc1ccccc1C(F)(F)F	-1%
CSc1ncnc2c1ncn2CCCN1CCN(Cc2c(C)cc(C)cc2C)CC1	-12%
CC1=C(C(=O)N2CCOCC2)CC(CC(=O)NCCCCc2ccccc2)C(=O)N1Cc1ccc(F)cc1 (centres undefined)	-3%
C#CC(C)OCC1CNC(=S)O1 (centres undefined)	2%
CC(=O)c1ccc(Nc2nc(-c3sc(C)nc3C)cs2)cc1	-47%[inhibitor]
CCCN(CC(=O)Nc1ccccc1C)C(=O)C1CCN(S(=O)(=O)c2ccc(C)c(C)c2)CC1	-30%
Next part:
SMILES	Integrin act MD
CCCN(CC(=O)Nc1ccccc1OC)C(=O)CN1C(=O)NC(C)(C)C1=O	3%
C[C@H]1CN([C@@H](C)CO)C(=O)CCCn2nncc2CO[C@H]1CN(C)C(=O)c1ccc(N2CCN(C)CC2)cc1	19%
COc1ccc(NC(=O)N(C)C[C@@H]2OCc3cnnn3CCCC(=O)N([C@H](C)CO)C[C@@H]2C)c(OC)c1	26%
COc1cc(N(CCCn2cnc3c(SC)ncnc32)CCCn2cnc3c(SC)ncnc32)cc(OC)c1OC	-18%
O=C(Nc1ccc2c(c1)OCCO2)c1c(Cl)cccc1Cl	9%
O=C(O)C1(C(=O)O)CCC2(CCCCC2)CC1	4%
C[C@@H]1CNC(=O)c2c(C(=O)NCc3ccc(CNC(=O)OC(C)(C)C)cc3)ncn21	17%
COCC(O)Cn1ccnc1[N+](=O)[O-] (centres undefined)	-9%
CCN(CC)C(=O)C1=C(C)N(CCCN2CCCC2=O)C(=O)C(CC(=O)NCCN2CCOCC2)C1 (centres undefined)	14%
O=C1OCCC1=COCCCCCCOC=C1CCOC1=O	3%
O=S(=O)(/N=C(\c1ccc(F)cc1)N1CCOCC1)c1ccccc1	10%
COc1ccc(-c2c(C)nn3c(C(F)(F)F)cc(C)nc23)cc1	15%
O=C(COC(=O)CCc1c[nH]c2ccccc12)Nc1cccc(Cl)c1	-7%
CC(=O)Nc1cccc(NC(=O)c2ccc(S(=O)(=O)NCc3ccco3)cc2)c1	16%
O=C(Nc1ccn(CCCN2CCC(N3CCOCC3)CC2)c(=O)n1)OCc1ccccc1	?
CN(Cc1ccccc1)N=Nc1ccccc1	-1%
COc1ccc(CCN2CC(C(=O)NCc3cnn(C)c3)CCC2=O)cc1 (centres undefined)	-9%
O=C(Nc1nc(-c2ccc([N+](=O)[O-])cc2)cs1)C1=COCCO1	-10%
CC(C)C1C(=O)N(Cc2cn(CC3CCCCC3)nn2)CCS(=O)(=O)N1Cc1ccc(-c2ccccc2)cc1 (centres undefined)	-59%[inhibitor]
Cc1ccc(S(=O)(=O)N(C)C[C@H]2OCCCC[C@@H](C)Oc3ccc(N(C)C)cc3C(=O)N([C@H](C)CO)C[C@@H]2C)cc1	10%
O=C(O)C(Cc1c[nH]c2ccccc12)NS(=O)(=O)c1ccc(F)cc1 (centres undefined)	-2%
CSc1ncnc2c1ncn2CCCNCc1cccs1	-10%
COP(=O)(OC)C(=NNS(=O)(=O)c1ccc(C)cc1)c1ccccc1	1%
CC1=C(C(=O)N(C)C)CC(CC(=O)NCCCCc2ccccc2)C(=O)N1Cc1ccccc1 (centres undefined)	15%
CC1(C)C2CCC(CN=C(N)CSS(=O)(=O)O)C1C2 (centres undefined)	29%
Later entries:
SMILES	Integrin act MD
Cc1ccc(S(=O)(=O)NCC(=O)NCC(=O)N(C)Cc2ccc(Br)s2)cc1C	-22%
CC1CCCN(C(=O)c2ccc3c(=O)n4nc(Nc5ccccc5)sc4nc3c2)C1 (centres undefined)	24%
O=S(=O)(NCc1nnnn1-c1ccc(F)cc1)c1ccc(F)cc1	17%
COc1ccc(C(=O)Nc2cc(OC)c(NC(=O)Nc3ccccc3)cc2OC)cc1	-39%
S=C(NNC(=S)Nc1ccc(Cl)cc1)NNc1ccccc1	-7%
CCc1nn(CCCC(=O)NC2CCCCC2C)c(=O)c2cc3occc3n12 (centres undefined)	-11%
C[C@@H]1CN([C@@H](C)CO)C(=O)CCCn2nncc2CO[C@H]1CN(C)S(=O)(=O)c1ccc(Cl)cc1	18%
Cc1ccc(C=C2C=C(c3ccccc3)OC2=O)cc1	10%
Cc1ccc(N(CC(=O)NC(C)(C)C)C(=O)CCC(=O)Nc2ccccn2)c(C)c1	-10%
c1ccc(COc2ncnc3c2ncn3CCCNC2CCN(Cc3ccccc3)CC2)cc1	-60%[inhibitor]
Cc1cn([C@H]2C[C@H](O)[C@@H](CNCC3=Cc4cc(O)ccc4OC3)O2)c(=O)[nH]c1=O	-3%
Cc1ccc(CN(C)C[C@H]2OCc3cnnn3CCCC(=O)N([C@@H](C)CO)C[C@@H]2C)cc1	-10%
COc1ccc(Cn2ccnc2SCC(=O)Nc2ccc(F)cc2F)cc1	14%

In the list so far, these have fluorine.
SMILES	Integrin act MD
C[C@H](CO)N1C[C@H](C)[C@H](CN(C)S(=O)(=O)c2cccc(F)c2)Oc2cc(Br)ccc2S1(=O)=O	-8%
O=C(COC(=O)c1ccccc1SCC(=O)N1CCCC1)NCc1ccc(F)cc1	1%
Cc1csc(=O)n1CC(=O)OCC(=O)Nc1ccc(F)c(F)c1F	14%
C[C@@H]1CN([C@H](C)CO)C(=O)CCCn2nncc2CO[C@@H]1CN(C)S(=O)(=O)c1cccc(F)c1	26%
O=C(CC1SC(N2CCCC2)=NC1=O)Nc1ccc(C(=O)NCc2ccccc2F)cc1 (centres undefined)	22%
O=S(=O)(c1ccc(Cl)cc1)N1CCN(c2nc(C(F)(F)F)nc3ccccc23)CC1	1%
O=C(NCc1ccc(F)cc1)c1cccc2c1C(=O)c1ccc(N3CCC(N4CCCCC4)CC3)cc1S2(=O)=O	-40%
C[C@@H]1CN([C@@H](C)CO)C(=O)CCCn2nncc2CO[C@H]1CN(C)C(=O)Nc1ccccc1C(F)(F)F	-1%
CC1=C(C(=O)N2CCOCC2)CC(CC(=O)NCCCCc2ccccc2)C(=O)N1Cc1ccc(F)cc1 (centres undefined)	-3%
O=S(=O)(/N=C(\c1ccc(F)cc1)N1CCOCC1)c1ccccc1	10%
COc1ccc(-c2c(C)nn3c(C(F)(F)F)cc(C)nc23)cc1	15%
O=C(O)C(Cc1c[nH]c2ccccc12)NS(=O)(=O)c1ccc(F)cc1 (centres undefined)	-2%
O=S(=O)(NCc1nnnn1-c1ccc(F)cc1)c1ccc(F)cc1	17%
COc1ccc(Cn2ccnc2SCC(=O)Nc2ccc(F)cc2F)cc1	14%

These rows are one share of the data; rates above refer to the full screens.
